Bioassay records deposited in PubChem BioAssay by National Center for Advancing Translational Sciences (NCATS).
BAZ2B inh: inhibitors of human BAZ2B bromodomain; Q9UIF8; AlphaScreen BAZ2B-H3K14Ac peptide displacement; Potency, µM (highest dose often 114 µM), for inactives: at the highest dose activity change, negative = inhibition, hits mostly inhibitors; 360,000 tested, 4.4% active; note: % is set by controls: 0 for no effect and ±100 for the full control effect; nearly all actives have a fitted effect of over 60% in size
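Inhibition is scored as reduced AlphaScreen emission. The BAZ2B/b-H3(5-23)K14Ac complex (50 nM each) in PBS pH 7.4, 0.01% Tween-20 meets compound (up to 110 uM) for 30 min at RT before bead addition.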
POLH inh: inhibitors of human DNA polymerase eta; Q9Y253; recombinant Pol eta, fluorescent DNA replication assay; Potency, µM (series often up to 114 µM), for inactives: top-dose activity change, negative = inhibition, most hits filed as inhibitors; 390,000 tested, 1.2% active; AID 588591; note: % is set by controls: 0 for no effect and ±100 for the full control effect
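Pol eta at 10 nM preincubated with compounds 15 min at room temperature; reaction started with fluorescent substrate (50 nM final) and read kinetically at 0 and 10 min.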
G9a block: inhibitors of human histone lysine methyltransferase G9a | Potency, µM (top dose mostly 102 µM), inactives show at the highest dose activity, negative = inhibition, usual class: inhibitors | AID 504332 | 350,000 tested, 8.8% active | G9a H3K9 monomethylation, AlphaScreen, 2 h | Q96KQ7; note: % is set by controls: 0 for no effect and ±100 for the full control effect; nearly all actives have a fitted effect of over 75% in size
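G9a (20 nM) preincubated 15 min RT with compounds, then 500 nM biotinylated H3K9 peptide and 20 uM SAM added; 2 h RT reaction. Monomethyl-H3K9 product detected by AlphaScreen with anti-H3K9me1 antibody, streptavidin donor and anti-rabbit IgG acceptor beads.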
POLB inh: inhibitors of human DNA polymerase beta; P06746; Pol beta primer extension/strand displacement, fluorescence kinetic; Potency, µM (highest dose often 114 µM), without a hit: at the top dose activity change, negative = inhibition, most hits filed as inhibitors; 340,000 tested, 1.3% active; note: % is set by controls: 0 for no effect and ±100 for the full control effect
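Human Pol beta at 10 nM; strand-displacement substrate 50 nM final. Compound exposure 15 min at room temperature before start, reaction 10 min at room temperature.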
BLM helicase inh: inhibitors of human Bloom syndrome helicase BLM. recombinant BLM DNA unwinding, fluorescence dequenching. AID 2528. 350,000 tested, 0.2% active. P54132. Potency, µM (top dose mostly 56.1 µM), inactives show top-dose activity change, negative = inhibition, hits mostly inhibitors;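 note: plate controls were vehicle for no effect and no enzyme for full effect; nearly all actives have a fitted effect of over 35% in size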
Target sequence (P54132 whole entry, looked up): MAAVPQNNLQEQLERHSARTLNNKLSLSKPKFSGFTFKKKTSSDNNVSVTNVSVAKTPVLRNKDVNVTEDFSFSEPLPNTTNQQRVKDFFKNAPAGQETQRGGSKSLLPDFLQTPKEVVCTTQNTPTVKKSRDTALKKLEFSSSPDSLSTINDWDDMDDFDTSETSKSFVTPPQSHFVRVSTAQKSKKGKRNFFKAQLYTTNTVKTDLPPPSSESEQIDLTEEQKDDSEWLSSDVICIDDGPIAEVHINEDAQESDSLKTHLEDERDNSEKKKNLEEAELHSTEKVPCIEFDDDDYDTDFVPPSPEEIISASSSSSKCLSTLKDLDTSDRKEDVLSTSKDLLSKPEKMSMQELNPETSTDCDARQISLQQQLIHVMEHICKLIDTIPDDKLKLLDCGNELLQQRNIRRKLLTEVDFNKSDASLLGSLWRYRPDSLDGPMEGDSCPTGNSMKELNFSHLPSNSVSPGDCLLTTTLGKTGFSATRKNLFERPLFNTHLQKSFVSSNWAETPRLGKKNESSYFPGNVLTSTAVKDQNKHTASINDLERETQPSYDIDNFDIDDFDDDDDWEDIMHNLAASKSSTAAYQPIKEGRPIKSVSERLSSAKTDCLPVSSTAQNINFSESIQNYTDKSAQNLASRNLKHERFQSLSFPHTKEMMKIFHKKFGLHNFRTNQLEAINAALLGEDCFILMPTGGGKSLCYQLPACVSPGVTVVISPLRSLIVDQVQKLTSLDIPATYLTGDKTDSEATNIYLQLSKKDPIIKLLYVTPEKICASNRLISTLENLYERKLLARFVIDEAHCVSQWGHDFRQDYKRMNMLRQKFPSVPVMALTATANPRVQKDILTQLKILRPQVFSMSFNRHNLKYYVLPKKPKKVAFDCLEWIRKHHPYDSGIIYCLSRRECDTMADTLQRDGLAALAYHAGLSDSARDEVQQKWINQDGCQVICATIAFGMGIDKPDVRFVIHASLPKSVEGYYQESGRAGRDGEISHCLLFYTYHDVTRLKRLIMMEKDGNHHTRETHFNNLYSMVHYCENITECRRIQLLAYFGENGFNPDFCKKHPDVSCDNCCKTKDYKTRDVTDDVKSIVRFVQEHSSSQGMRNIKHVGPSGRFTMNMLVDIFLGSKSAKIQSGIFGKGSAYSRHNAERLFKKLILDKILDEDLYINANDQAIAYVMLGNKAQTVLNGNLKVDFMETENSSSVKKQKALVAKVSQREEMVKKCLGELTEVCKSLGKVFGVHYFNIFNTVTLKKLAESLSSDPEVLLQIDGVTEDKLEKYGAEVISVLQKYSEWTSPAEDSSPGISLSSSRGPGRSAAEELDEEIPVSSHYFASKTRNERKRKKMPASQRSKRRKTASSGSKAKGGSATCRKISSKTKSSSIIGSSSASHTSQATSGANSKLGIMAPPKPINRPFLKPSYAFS
Anesthetic bind: binds horse apoferritin like a general anesthetic; apoferritin/1-aminoanthracene competitive binding, fluorescence; 350,000 tested, 0.074% active; Potency, µM (series often up to 77.5 µM), without a hit: at the highest dose activity change, negative = displacement, most hits filed as inhibitors; note: % is set by controls: 0 for no effect and ±100 for the full control effect; nearly all actives have a fitted effect of over 20% in size
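In PBS, apoferritin at 10 uM is loaded with 1-AMA from a 50% saturated solution. After 10 min of compound exposure at ambient temperature, reduced 535 nm fluorescence indicates probe displacement.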
Pol iota inh: DNA polymerase iota (human) inhibition; Q9UNA4; Pol iota fluorescent replication assay, 10 min; Potency, µM (top dose mostly 115 µM), for the others: at the top dose activity, negative = inhibition, usual class: inhibitors; 390,000 tested, 1% active
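Fluorescent replication assay read twice, at 0 min and 10 min after adding 50 nM (final) substrate. Enzyme (10 nM) and compounds were first incubated 15 min at room temperature; enzyme-free buffer wells were negative controls.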
APE1 inh: inhibitors of human APE1 endonuclease; P27695; recombinant APE1, TAMRA/BHQ-2 abasic DNA cleavage fluorescence; Potency, µM (titrated, usually from 65.8 µM), without a hit: at the top dose activity change, negative = inhibition, usual class: inhibitors; 350,000 tested, 0.35% active;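 note: plate controls were vehicle for no effect and reference inhibitor for full effect; nearly all actives have a fitted effect of over 55% in size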
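Incision of a quenched TAMRA/BHQ-2 THF abasic-site duplex (50 nM) by 0.75 nM APE1, after 15 min compound preincubation, measured as fluorescence increase over three 60 s reads. Values normalized to buffer, DMSO and NSC13755 control wells.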
POLK inh: blocks human DNA polymerase kappa activity. Q9UBT6. purified Pol kappa, fluorescent DNA synthesis assay, 10 min. Potency, µM (top dose mostly 107 µM), inactives show at the highest dose activity, negative = inhibition, usual class: inhibitors. 400,000 tested, 0.53% active. AID 588579; note: % is set by controls: 0 for no effect and ±100 for the full control effect
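10 nM Pol kappa preincubated 15 min at room temperature with compounds, then reaction started with substrate at 50 nM final. Fluorescence read kinetically at 0 and 10 min; buffer-only wells served as negative control.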
Numbers without * were called inactive; & = joins results of further samples; [ ] = dose if it differs, or a comment. Calls come from the whole dose curve; as a rule, active = well fitted curve in the direction sought with a large enough effect; inconclusive = small, poorly fitted or top-dose-only effect, or another doubt; inactive = no such curve, though single readings can be large; an effect the other way counts as inactive or inconclusive. Potency is the fitted concentration of half-maximal effect. This is a subset, so the mix of outcomes need not match the whole.

Screening Cc1ccc(C)c(N(CC(=O)NN=C2CCN(C)CC2)S(=O)(=O)c2ccccc2)c1 returned BAZ2B inh 5%, POLH inh -13%, G9a block -1%[59 µM], POLB inh inconclusive, BLM helicase inh -3%, Anesthetic bind -12%, Pol iota inh 10%, APE1 inh 1% and POLK inh -13%.
`CN(CC(=O)Nc1ccc(Cl)cc1)C(=O)CNC(=O)c1cccs1` gave BAZ2B inh -1%, POLH inh -8%, G9a block 0%[59 µM], Pol iota inh -6%, APE1 inh -12% and POLK inh -10%.
Screening CCN(CC)CCCNC(=O)Cn1ccc2ccccc2c1=O returned BAZ2B inh -4%, POLH inh 4%, G9a block -3%, POLB inh 18%, BLM helicase inh 3%, Anesthetic bind -2%, Pol iota inh 128%[activator], APE1 inh 6% and POLK inh -10%.
Screening O=C1C(Nc2ccccc2)=C2CCCC=C2N1c1ccccc1 returned BAZ2B inh 12%, POLH inh -24%, G9a block inconclusive, POLB inh 9%, BLM helicase inh -5%, Anesthetic bind -4%, Pol iota inh 110%[activator], APE1 inh 6% and POLK inh -3%.
For CC1CC(C)CN(S(=O)(=O)c2cc3c4c(c2)C(C)C(=O)N4CCC3)C1 (stereo unspecified) the results were BAZ2B inh -18%, POLH inh -16%, G9a block 5%, POLB inh -13%, BLM helicase inh -1%, Anesthetic bind -5%, Pol iota inh 16%, APE1 inh 45%[activator] and POLK inh -4%.
For COCCOC(=O)c1[nH]c2c(c1C)C(=O)CC(c1ccc(OC)c(OC)c1)C2 (stereo unspecified) the results were BAZ2B inh -15%, POLH inh -4%, G9a block 1%, POLB inh -2%, BLM helicase inh -1%, Anesthetic bind 4%, Pol iota inh -3%, APE1 inh 18% and POLK inh -19%.
O=C(O)CCCn1cc(NC(=O)COc2ccc(F)cc2)cn1 was read as BAZ2B inh 3%, POLH inh -16%, G9a block 18%, POLB inh 6%, BLM helicase inh 2%, Anesthetic bind -11%, Pol iota inh 80%[activator], APE1 inh -18% and POLK inh 3%.
For Cc1ccc(NS(=O)(=O)c2ccc(C(=O)NC3CCN(Cc4ccccc4)CC3)cc2)cc1 the results were POLH inh -16%, Pol iota inh 2%, APE1 inh 15% and POLK inh -13%.
Screening O=C1c2ccccc2[C@@H]2CC(O)C(O)CCN12 (stereo partly specified) returned POLH inh -11%, Pol iota inh inconclusive, APE1 inh 11% and POLK inh 12%.
`O=C(c1ccccc1)c1ccccc1N/C=C/c1nnnn1-c1ccccc1` gave BAZ2B inh -12%, POLH inh -11%, G9a block 12%[0.0925 µM], POLB inh 40%, BLM helicase inh -10%, Anesthetic bind inconclusive, Pol iota inh 12%, APE1 inh 0% and POLK inh 1%.
C1=CC2C3C=CC(C3)C2C1 (stereo unspecified) was read as BAZ2B inh -6%, POLH inh -7%, G9a block 12%[0.501 µM], Pol iota inh 4%, APE1 inh 2%&-9% and POLK inh 9%.
CCOc1ccc(CC(=O)NNC(=S)Nc2ccc(OC)c(OC)c2)cc1 was read as BAZ2B inh 5%, POLH inh -12%, G9a block inconclusive, POLB inh 1%, BLM helicase inh -1%, Anesthetic bind -8%, Pol iota inh 3%, APE1 inh -3% and POLK inh -3%.
For N=c1sccn1CC(=O)Nc1ccc2c(c1)CCC2 the results were POLH inh -8%, G9a block -1%[59 µM], POLB inh 21%, BLM helicase inh -10%, Anesthetic bind -11%, Pol iota inh 12%, APE1 inh 0% and POLK inh 2%.
For COc1ccc(CNC(=O)COC(=O)Cc2ccc(Br)cc2)cc1 the results were POLH inh -6%, Pol iota inh 16%, APE1 inh 10% and POLK inh -12%.
CCCCOC(=O)c1cc(=O)[nH]c2ccc(C)cc12 was read as BAZ2B inh -6%, POLH inh -14%, POLB inh 3%, BLM helicase inh -7%, Anesthetic bind -20%, Pol iota inh 1%, APE1 inh 32%[activator] and POLK inh -10%.
Screening CCOC(=O)N1CCC(N2CC34C=CC(O3)C(C(=O)Nc3ccc(OCC)cc3)C4C2=O)CC1 (stereo unspecified) returned BAZ2B inh 4%, POLH inh -10%, G9a block 9%, POLB inh 1%, BLM helicase inh 3%, Anesthetic bind -3%, Pol iota inh -18%, APE1 inh 1% and POLK inh -7%.
`Cc1noc(C)c1COc1ccccc1C(=O)NCCc1ccccc1` gave BAZ2B inh 0%, POLH inh -5%, G9a block -8%, Pol iota inh 11%, APE1 inh -8% and POLK inh -17%.
Screening COc1ccc(NC(=O)Nc2ccc3c(c2)C(=O)N([C@H](C)CO)C[C@H](C)[C@@H](CN(C)C(=O)Nc2ccc(OC)cc2)O3)cc1 returned POLH inh -18%, Pol iota inh 5%, APE1 inh 13% and POLK inh -12%.
Screening CCc1ccc(CNC(=O)C2CCN(S(=O)(=O)N3CCC4(CC3)OCCO4)CC2)cc1 returned BAZ2B inh -4%, POLH inh -4%, G9a block 10%, POLB inh 23%, BLM helicase inh 0%, Anesthetic bind -6%, Pol iota inh 1%, APE1 inh 10% and POLK inh -7%.
Screening C/C(=N\OCC(=O)Nc1ccccc1C(=O)O)c1cccs1 returned BAZ2B inh -4%, POLH inh -13%, G9a block -31%, POLB inh 2%, BLM helicase inh -8%, Anesthetic bind 4%, Pol iota inh 19%, APE1 inh -4% and POLK inh 0%.
CCNc1nc(NC(C)C)nc(N(C#N)CCOc2ccc(Cl)cc2Cl)n1 was read as BAZ2B inh 3%, POLH inh -22%, G9a block -11%[12.7 µM], POLB inh -25%, BLM helicase inh -12%, Anesthetic bind 1%, Pol iota inh 4%, APE1 inh -5% and POLK inh -9%.
Screening O=C(Nc1ccc2nn(-c3ccccc3)nc2c1)c1ccc(-c2cccc(Cl)c2)o1 returned BAZ2B inh -15%, POLH inh -17%, G9a block 14µM*, POLB inh 2%, BLM helicase inh 2%, Anesthetic bind 34%[activator], Pol iota inh 77%[activator] and POLK inh 0%.
Screening COc1ccc(CN(CC(=O)NCc2ccccc2)C(=O)CCC(=O)Nc2ccccn2)cc1 returned BAZ2B inh 6%, POLH inh -6%, G9a block 31%[59 µM], POLB inh 10%, BLM helicase inh -6%, Anesthetic bind 29%, Pol iota inh -15%, APE1 inh 3%[12.4 µM] and POLK inh 0%.
Cc1ccc(-n2ncc3c(=O)n(CC(N)=O)cnc32)cc1 was read as BAZ2B inh -3%, POLH inh -3%, POLB inh 37%, BLM helicase inh 5%, Anesthetic bind -5%, Pol iota inh 11%, APE1 inh 2% and POLK inh -4%.
COc1cc(OC)c(OC)cc1CNCc1ccco1 was read as BAZ2B inh inconclusive, POLH inh -5%, G9a block 28µM*, POLB inh 13%, BLM helicase inh -2%, Anesthetic bind 18%, Pol iota inh 43%[activator], APE1 inh 41%[activator] and POLK inh -9%.
Screening CCOC(=O)c1sc2nc3n(c(=O)c2c1C)CCC(C)CC3 (stereo unspecified) returned BAZ2B inh 11%, POLH inh 2%, G9a block 10µM*, POLB inh -2%, BLM helicase inh -2%, Anesthetic bind -5%, Pol iota inh -8%, APE1 inh 2% and POLK inh -6%[60.1 µM].
COc1ccc(CCNC(=O)CC(=O)N/N=C/c2ccc(Br)cc2)cc1OC was read as BAZ2B inh 5%, POLH inh 3%, POLB inh 20%, BLM helicase inh -2%, Anesthetic bind -8%, Pol iota inh inconclusive, APE1 inh 4% and POLK inh -12%.
Screening CCOC(=O)C(NC(C)=O)(N1CCOCC1)C(F)(F)F (stereo unspecified) returned BAZ2B inh -1%, G9a block 16%, POLB inh -32%, BLM helicase inh 0%, Anesthetic bind -13% and APE1 inh 9%.
`COc1ccc(NCC(=O)Nc2ccc(C#N)cc2)cc1Cl` gave BAZ2B inh inconclusive, POLH inh -10%, G9a block inconclusive, POLB inh -11%, BLM helicase inh -7%, Anesthetic bind -15%, Pol iota inh -7%, APE1 inh -7% and POLK inh -12%.
`COc1ccc(-n2nc(C(=O)NCC(=O)Nc3cc(OC)c(OC)c(OC)c3)c3ccccc3c2=O)cc1Cl` gave BAZ2B inh 3%, POLH inh -9%, G9a block 2%, POLB inh -9%, BLM helicase inh -13%, Anesthetic bind -10%, Pol iota inh 9%, APE1 inh 29% and POLK inh -8%.

Gathered by group, the compounds so far containing a thiophene ring, fused or not (3)
`CN(CC(=O)Nc1ccc(Cl)cc1)C(=O)CNC(=O)c1cccs1` gave BAZ2B inh -1%, POLH inh -8%, G9a block 0%[59 µM], Pol iota inh -6%, APE1 inh -12% and POLK inh -10%.
Screening C/C(=N\OCC(=O)Nc1ccccc1C(=O)O)c1cccs1 returned BAZ2B inh -4%, POLH inh -13%, G9a block -31%, POLB inh 2%, BLM helicase inh -8%, Anesthetic bind 4%, Pol iota inh 19%, APE1 inh -4% and POLK inh 0%.
Screening CCOC(=O)c1sc2nc3n(c(=O)c2c1C)CCC(C)CC3 (stereo unspecified) returned BAZ2B inh 11%, POLH inh 2%, G9a block 10µM*, POLB inh -2%, BLM helicase inh -2%, Anesthetic bind -5%, Pol iota inh -8%, APE1 inh 2% and POLK inh -6%[60.1 µM].

(listing goes on)
C/C(=N\NC(=O)Cn1cc([N+](=O)[O-])cn1)c1ccc(O)cc1 was read as BAZ2B inh -1%, POLH inh -20%, G9a block -7%, POLB inh inconclusive, BLM helicase inh -3%, Anesthetic bind 2%, Pol iota inh 46%[activator], APE1 inh 1% and POLK inh 3%.
O=C1CCC(C(=O)OCc2cc(=O)oc3ccc4ccccc4c23)=NN1 was read as BAZ2B inh -18%, POLH inh inconclusive, G9a block 5%, POLB inh -11%, BLM helicase inh 4%, Anesthetic bind -9%, Pol iota inh 3%, APE1 inh 1% and POLK inh 3%.
CC(=O)n1cc(C2C(=O)CC(C)(C)CC2=O)c2ccccc21 was read as BAZ2B inh -9%, POLH inh 6%, G9a block -41%[12.7 µM], POLB inh -5%, BLM helicase inh -2%, Anesthetic bind 7%, Pol iota inh 10%, APE1 inh 3% and POLK inh -3%.
CCOc1ccc(OCCC(=O)N(CCC2=CCCCC2)c2c(N)n(Cc3ccccc3)c(=O)[nH]c2=O)cc1 was read as BAZ2B inh 4%, POLH inh 0%, G9a block 4%, Pol iota inh 6%, APE1 inh 2% and POLK inh -5%.
